# NadD inh = blocks S. aureus nicotinate mononucleotide adenylyltransferase; purified NadD enzyme, colorimetric absorbance read-out; inhibition, % at 20 µM; hit rate 0.78% among 360,000; AID 602399; in the data active means inhibition above about 26%; further: some compounds past the cut are filed as inactive
# MT1-MMP act inh = inhibitors of human MT1-MMP activation; HT1080 RFP-PRO-GFP cells, GFP/RFP ratio fluorescence, overnight; percent of plate control window, DMSO zero; AID 651647; GFP/RFP ratio change, % at 20 µM; hit rate 0.061% among 360,000; P50281;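 active means GFP/RFP ratio change of at least 30% with cell ATP level not reduced by more than half and red fluorescence within 50% of control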; further: strong numbers were not always called active
#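 Test system: HT1080 cells expressing an RFP-PRO-GFP fluorescent reporter construct / Compound dosing: single-point 20 µM compound, 1% DMSO / Schedule: cells overnight before dosing, compound overnight, 37 °C, 5% CO2 / Evaluation: GFP/RFP fluorescence ratio / Control set: DMSO and RFP-L50D-GFP cell wells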
# Neddyl block = blocks human cullin neddylation | P61081+Q13564 | TR-FRET cullin neddylation, biochemical | calls only at 25 µM | hit rate 0.58% among 360,000 | AID 651699; in the data active means inhibition above about 36%
# PABP1 MLLE inh = inhibitors of microRNA-mediated deadenylation, human PABP1 MLLE binding; P11940; GST-MLLE / FITC-PAM2 fluorescence polarization; inhibition, % at 20 µM; hit rate 0.36% among 360,000; AID 588489; in the data active means inhibition above about 35%, passing the limit was not always enough;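 further: plate controls were DMSO wells with GST-MLLE for no effect and wells lacking GST-MLLE protein for full effect; some results filed as inactive read as strong as hits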
# Rin1 Abl inh = inhibitors of human Rin1-Abl protein interaction | P00519+Q13671 | TR-FRET Rin1/Abl binding, biochemical | inhibition, % at 7.35 µM | hit rate 0.4% among 360,000 | AID 588664; in the data active means inhibition above about 5%, passing the limit was not always enough
# CSN inh = CSN deneddylation inhibition; inhibition, % at 12.5 µM; hit rate 0.38% among 360,000; Q92905; Purified CSN, SCF-Nedd8-OG deneddylation, fluorescence polarization; AID 651999;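 active means pattern-corrected inhibition above about 35%, with an unprinted fluorescence ratio check between 0.5 and 1.5, limit read from the data, passing the limit was not always enough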;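 further: 0% = enzyme with substrate and 100% = substrate without enzyme; some results filed as inactive read as strong as hits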
# Target sequence (Q92905 whole entry, looked up, one chain of several): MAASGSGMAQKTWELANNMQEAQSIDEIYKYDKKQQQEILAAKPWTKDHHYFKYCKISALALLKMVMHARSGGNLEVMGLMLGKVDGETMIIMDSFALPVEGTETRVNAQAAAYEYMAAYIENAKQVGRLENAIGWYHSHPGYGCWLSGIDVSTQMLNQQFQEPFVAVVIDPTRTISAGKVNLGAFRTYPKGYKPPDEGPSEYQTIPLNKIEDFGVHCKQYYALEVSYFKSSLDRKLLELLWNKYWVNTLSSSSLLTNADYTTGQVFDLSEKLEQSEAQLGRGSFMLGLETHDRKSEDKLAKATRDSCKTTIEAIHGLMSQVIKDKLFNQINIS
#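 Material: purified human Csn5 enzyme expressed in HEK293T cells / Medium: Tris buffer pH 7.5, NaCl, DTT, Tween-20, trehalose, ovalbumin / Compound dosing: 12.5 µM single point / Schedule: 90 min incubation of compound, enzyme and substrate at room temperature / Signal: fluorescence polarization of the substrate / Control set: no-enzyme wells high, enzyme-with-substrate wells low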
# FAS-TE inh = blocks the thioesterase domain of human fatty acid synthase | P49327 | recombinant FAS-TE, OMFH fluorogenic substrate, fluorescence endpoint | AID 602261 | inhibition, % at 15 µM | hit rate 0.67% among 360,000;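 active means compounds whose normalised, plate-corrected inhibition of enzyme fluorescence in the single-dose primary screen is 50% or more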;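 further: 0% = DMSO with enzyme and 100% = substrate without enzyme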
# Rpn11 block = inhibitors of human proteasome Rpn11. human 26S proteasome, Ub4-pepOG fluorescence polarization; 20S core pre-blocked with epoxomicin. calls only at 20 µM. AID 588493. hit rate 0.59% among 360,000;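 active means inhibition at 20 µM, scaled to each plate's controls, above about 33%, limit read from the data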
# Target sequence (O00487 whole entry, looked up): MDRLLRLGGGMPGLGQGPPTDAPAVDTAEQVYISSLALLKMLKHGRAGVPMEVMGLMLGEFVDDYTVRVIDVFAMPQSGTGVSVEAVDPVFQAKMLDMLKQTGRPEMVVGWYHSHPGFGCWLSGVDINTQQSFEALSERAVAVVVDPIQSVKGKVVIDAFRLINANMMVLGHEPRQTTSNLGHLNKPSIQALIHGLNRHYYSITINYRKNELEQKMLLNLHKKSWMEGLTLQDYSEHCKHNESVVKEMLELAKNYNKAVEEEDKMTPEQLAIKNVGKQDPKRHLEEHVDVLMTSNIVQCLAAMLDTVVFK
# SKN-1 inh = inhibitors of C. elegans SKN-1. C. elegans VP596 Pgst-4::GFP/RFP ratio, acrylamide-induced, 24 h. inhibition, % at 21.8 µM. hit rate 0.49% among 360,000;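 active means interference check ratio from 0.5 to 1.5 plus GFP to RFP signal ratio inhibition reaching or exceeding a fixed threshold, cut at about 30% in these data, passing the limit was not always enough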; further: some compounds called inactive have numbers as strong as hits
# * = called active by the depositor; i = inactive; . = not tested or not shown; & = joins results of further samples.
canonical_smiles	NadD inh	MT1-MMP act inh	Neddyl block	PABP1 MLLE inh	Rin1 Abl inh	CSN inh	FAS-TE inh	Rpn11 block	SKN-1 inh
CCCCSc1nnc(-c2ccc(OC)cc2)n1C	5	0	i	-3	6	4	-8	i	-9
COc1ccc(NC(=O)COC(=O)CN2C(=O)C3CCCCC3C2=O)cc1 (centres undefined)	-3	0	i	-18	-3	3	-11	i	-1
Cc1ccc(-n2c(N)c(S(=O)(=O)c3ccccc3)c3nc4ccccc4nc32)cc1	4	-1	.	-19	1	-2	13	i	-20
C=CCNc1nc(NCCO)nc(N2CCCC2)n1	-7	3	i	8	2	-1	-6	i	13
COC(=O)c1cc(-c2ccc(Cl)cc2)n[nH]1	2	-1	i	4	4	2	-2	i	21
CCN1C(=O)C(C(=O)Nc2ccc(OC)cc2)C2CC1(C)Oc1ccccc12 (centres undefined)	4	.	i	6	-4	5	5	i	19
O=C(CSC1CCCCC1)Nc1nccs1	9	0	i	1	-2	0	-4	i	18
CN=C1SC(CC(=O)Nc2sc(C)c(C)c2C(=O)OC)C(=O)N1C (centres undefined)	9	8	i	12	1	1	-3	i	4
CC1(C)CC(NC(=O)C2CCCCC2C(=O)O)CC(C)(C)N1 (centres undefined)	0	6	i	0	5	-6	-7	i	6
O=C(COc1ccc(Cl)cc1Cl)NC(=O)N1CCCCC1	0	1	i	-4	4	5	-4	i	2
CCOc1cccc(Nc2cc3n(c(=O)n2)CCc2cc(OC)c(OC)cc2-3)c1	7	4	.	-4	-3	-1	-5	i	10
Cc1ccc(NC(=O)c2ccc(-c3cc(Cl)ccc3Cl)o2)c(C)c1	-2	-3	i	16	0	-7	21	i	-7
CN(C)c1ncc(CN2CCC(CO)(CCCc3ccccc3)CC2)s1	-5	10	i	-12	-1	3	-3	i	2
CC1=C(C(=O)Nc2ccccn2)C(c2cn(C)nc2C)C2=C(CCCC2=O)N1 (centres undefined)	-2	0	.	-7	1	1	-9	i	-5
CCCCc1nnc(NC(=O)C23CC4CC(CC(NC(C)=O)(C4)C2)C3)s1	-1	1	i	-5	3	5	-4	i	-11
CCOC(=O)c1c(C)c(C(=O)N2CCN(c3ccc(F)cc3)CC2)c(C)n1C	0	-3	i	28	3	-5	-4	i	0
CCOc1ccccc1C1C(C(=O)Nc2ccccc2OC)=C(C)Nc2nc(CCCO)nn21 (centres undefined)	-1	-4	i	-8	-2	-3	-1	i	7
O=C(Cn1cnc2c(nnn2-c2ccccc2)c1=O)N1CCC(Cc2ccccc2)CC1	1	2	i	4	-3	4	22	i	4
Cc1c(/C=N/Nc2nc3ccccc3[nH]2)c2ccccc2n1C	10	19	i	-68	0	-3	-20	i	7
CCNC(=O)C1CCCN1S(=O)(=O)c1ccc2ccccc2c1 (centres undefined)	3	-2	i	-2	0	2	-6	i	-4
CCC1(c2ccccc2)NC(=O)N(CC(=O)Nc2ccc3c(c2)OCO3)C1=O (centres undefined)	-2	-4	i	-15	-2	-2	0	i	6
CCN(CC)C(=O)CSc1nnc(-c2cc(-c3ccc(Cl)cc3)nc3ccccc23)o1	1	1	i	-16	0	-2	14	i	-2
Cn1c(=S)c2[nH]c(SCc3cccnc3)nc2n(C)c1=O	-1	1	i	-43	-1	0	-5	i	8
O=C1C(=Cc2ccc(F)cc2)CCc2ccccc21	-12	10	i	.	.	-3	24	.	35
CCc1nc2ccc(C(=O)NCCc3ccccn3)cn2c1N(CCC(C)C)CCN(C)C	-11	-2	i	7	1	-1	-5	i	0
CSCc1ccc(C(=O)OCc2nc3ccccc3s2)o1	-1	-1	i	5	3	0	20	i	23
Cc1nc(NS(=O)(=O)c2ccccc2)sc1C(=O)NNS(=O)(=O)c1ccccc1	-1	-1	i	15	-1	3	-2	i	-5
COc1ccc(NC(=O)COc2ccccc2)cc1Cl	-15	2	i	3	0	-2	8	i	8
Cc1ccc(NCc2ccccc2OCc2ccccc2F)cc1	1	-7	i	9	-5	2	26	i	16
Cc1cc(NO)c(C(C)C)cc1N=O	-6	-13	i	0	-1	-11	-30	i	7
CC(=O)OCc1c(C(F)(F)F)nn(C)c1Oc1ccccc1	0	-7	i	4	0	1	-3	i	-23
CCCCn1c(N)c(N(CCOC)C(=O)c2ccc(C)o2)c(=O)[nH]c1=O	1	-2	i	11	1	2	0	i	15
O=C(Nc1ccc(Cl)cc1)c1ccc(-n2cncn2)c([N+](=O)[O-])c1	3	11	i	2	-4	-2	5	i	1
COc1ccc(N2C(=O)CSC2c2ccccc2)cc1 (centres undefined)	-4	-1	i	13	3	5	-7	i	-1
COC[C@H]1CCCN1[C@H]1CS(=O)(=O)N[C@@H]1COCc1ccccc1	-2	0	i	5	2	-1	-2	i	-3
Cc1cccn2c(=O)c3cc(C(=O)N4COCC4(C)C)sc3nc12	-5	0	.	-21	-1	4	-6	i	9
Cc1[nH]n(-c2ccccc2)c(=O)c1C(c1ccc(O)c([N+](=O)[O-])c1)c1c(C)[nH]n(-c2ccccc2)c1=O	21	16	i	15	13*	-2	-4	i	-3
O=c1c2c3c(sc2nc2n1CCCC2)CCCC3	2	0	i	6	-2	0	-3	i	12
Cc1ccc(C(=O)C2C(=O)C3CCC2C3)cc1 (centres undefined)	-2	2	i	-6	1	2	-3	i	12
COc1ccccc1NC(=O)NC1CC(=O)N(c2ccc3c(c2)OCCO3)C1 (centres undefined)	-7	-1	i	-5	-1	2	-7	i	-23
CN(C)S(=O)(=O)c1cc(NC(=O)COC(=O)c2nc(Cl)ccc2Cl)ccc1Cl	-2	-2	i	-8	5	8	1	i	13
O=C(C[N+]1(CC#Cc2ccccc2)CCOCC1)c1ccccc1	-7	0	i	4	2	1	-5	i	-7
CS(=O)(=O)NN1C(=O)c2ccccc2NC12CCCC2	4	7	.	-12	3	-6	-4	i	7
O=C(COc1cccc2ccccc12)N1c2ccccc2CCc2ccccc21	6	-1	i	4	4	4	28	i	-7
Cc1cccc(N2CCN(C(=O)c3cccn4c(=O)c5c(C)c(C)sc5nc34)CC2)c1C	3	-4	.	-8	7	-1	3	i	-13
COc1ccc(NS(=O)(=O)c2cccc(C(=O)NNC(=O)CNC(=O)c3ccccc3F)c2)cc1	-3	3	i	4	2	2	-5	i	-2
COCCNC(=O)C(c1ccc(O)cc1)N(Cc1cccs1)C(=O)CCC(=O)Nc1ccccn1 (centres undefined)	-2	-2	i	1	4	1	-2	i	5
CCCN1CCN(C(=O)CCc2nnc3ccc(N4CCN(c5cccc(OC)c5)CC4)nn23)CC1	0	-4	i	-11	-1	-3	-2	i	12
NNC(=O)c1nc[nH]c1C(=O)Nc1ccccc1	4	3	i	1	0	8	-6	i	25
COc1ccc(CNCCc2ccc(Cl)cc2)cc1OCc1ccccc1	1	-5	i	15	1	-3	-1	i	2

# Limited to SKN-1 inh, Neddyl block and Rin1 Abl inh, for some of the entries so far:
mol | SKN-1 inh | Neddyl block | Rin1 Abl inh
COc1ccc(N2C(=O)CSC2c2ccccc2)cc1 (centres undefined) | -1 | i | 3
CSCc1ccc(C(=O)OCc2nc3ccccc3s2)o1 | 23 | i | 3
Cc1ccc(C(=O)C2C(=O)C3CCC2C3)cc1 (centres undefined) | 12 | i | 1

# The list continues.
canonical_smiles	NadD inh	MT1-MMP act inh	Neddyl block	PABP1 MLLE inh	Rin1 Abl inh	CSN inh	FAS-TE inh	Rpn11 block	SKN-1 inh
CC(=O)N1CCN(c2ccc(Oc3nc(-c4ccccc4)nc4ccccc34)cc2)CC1	-6	0	i	-10	-3	2	14	i	9
O=C(COc1ccc2ccc(=O)oc2c1)N1CCN(c2ccc(F)cc2)CC1	-1	2	i	5	-1	-1	33	i	12
NS(=O)(=O)Cc1noc2ccccc12	3&0	4&5	i	17&3	-2&2	4&-4	-6&-5	i	8&-13
CCN1CSC(=S)N(Cc2ccc(OC)cc2)C1	-9	-4	i	40*	0	4	2	i	1
CCOc1ccc(NS(=O)(=O)c2cc(NC(=O)c3cccc(C)c3)ccc2Cl)cc1	11	-25	i	-12	-4	3	30	i	11
Cc1cc(Br)cn2c(Cc3ccsc3)c(-c3ccc(Cl)cc3)nc12	3	-4	i	-9	1	-1	17	i	26
COc1ccc(C2C(C(C)=O)=C(O)C(=O)N2Cc2cccnc2)cc1 (centres undefined)	2	12	i	6	-1	-1	-6	i	1
O=C(O)CC12CC3CC(C1)CC(n1ncc(NCc4ccccc4Cl)c(Cl)c1=O)(C3)C2	4	-4	i	-4	-3	3	-9	i	17
C(#CCN1CCOCC1)CCCN1CCOCC1	-1	0	i	2	0	4	0	i	1
COc1ccc(-c2noc(CN(C)Cc3ccccc3)n2)c(OC)c1OC	-7	3	i	2	-2	1	5	i	-14
CCC(C)(C)C1CCC(=NNS(=O)(=O)c2ccc(C)c([N+](=O)[O-])c2)CC1 (centres undefined)	6	1	i	3	0	-3	73*	i	-3
CCn1c(-c2cccn(Cc3ccc(Cl)cc3Cl)c2=O)n[nH]c1=S	-2	0	i	13	-1	-4	-5	i	8
COc1ccc([C@@H]2CC=C(C(=O)O)[C@H](c3ccccc3F)N2S(=O)(=O)c2ccccc2C)cc1	1	-2	i	2	-2	-6	-10	i	9
O=S1(=O)N[C@H](Cc2ccccc2)COc2cccc(N3CCN(Cc4ccccc4F)CC3)c21	-1	6	i	.	.	-4	12	.	0
Cc1ccc(OCC(=O)NS(=O)(=O)c2ccccc2)cc1	-2	0	i	-96	0	4	-3	i	0
CC(=O)c1cccc(NC(=O)c2sc3nc4n(c(=O)c3c2C)CCCCC4)c1	-1	3	i	-10	-5	2	-11	i	5
N#CCCn1cc(C(=O)Nc2ccccc2Br)c(-c2cccs2)n1	-1	-3	i	-1	-1	-4	-3	i	25
C[C@H]1CN([C@@H](C)CO)S(=O)(=O)c2ccc(Br)cc2O[C@@H]1CN(C)C(=O)C1CCOCC1	-5	0	i	5	0	-2	-8	i	11
COc1ccc(Cl)cc1-c1nc(SCC(=O)N(C)C2CCS(=O)(=O)C2)n[nH]1 (centres undefined)	-7	-3	i	1	0	2	-8	i	3
O=C(c1cnn(C(=O)c2ccccc2F)c1)c1ccccc1O	0	-4	.	16	-1	5	-1	i	-11
Cc1ccc(NC(=O)C(C)OC(=O)c2nc(Cl)ccc2Cl)cc1S(=O)(=O)N1CCOCC1 (centres undefined)	4	-3	i	6	-2	-2	7	i	9
Cc1ccc(/C=C/C(=O)NCCCN2CCN(CCCNC(=O)/C=C/c3ccc(C)o3)CC2)o1	-1	6	i	-5	-3	-12	-16	i	-4
O=C(Nc1cc(Sc2nc3ccccc3s2)cc([N+](=O)[O-])c1)c1ccccc1F	2	-8	i	-5	-2	-1	32	i	-8
CCC(C)(C)NC(=O)C(c1cccnc1)N(C(=O)c1csnn1)c1ccccc1 (centres undefined)	-6	-4	i	-6	1	-3	-6	i	-7
O=C(Cc1ccc(Cl)cc1)Nc1ccccc1N1CCN(C(=O)c2ccccc2)CC1	1	1	i	2	0	3	22	i	15
